EBI2 block: antagonists of human EBI2 receptor. EBI2 beta-arrestin recruitment, luminescence, 7a,25-OHC stimulated. AID 651636. 360,000 tested, 0.81% active. inhibition, % at 5 µM; in the data active = inhibition above about 38%;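 note: enzyme fragment complementation signal reports receptor beta-arrestin coupling in cells; 0% = agonist plus DMSO wells and 100% = wells without agonist; some results beyond the cut were filed as inactive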
Target sequence (P32249 whole entry, looked up, the tested form may be a part): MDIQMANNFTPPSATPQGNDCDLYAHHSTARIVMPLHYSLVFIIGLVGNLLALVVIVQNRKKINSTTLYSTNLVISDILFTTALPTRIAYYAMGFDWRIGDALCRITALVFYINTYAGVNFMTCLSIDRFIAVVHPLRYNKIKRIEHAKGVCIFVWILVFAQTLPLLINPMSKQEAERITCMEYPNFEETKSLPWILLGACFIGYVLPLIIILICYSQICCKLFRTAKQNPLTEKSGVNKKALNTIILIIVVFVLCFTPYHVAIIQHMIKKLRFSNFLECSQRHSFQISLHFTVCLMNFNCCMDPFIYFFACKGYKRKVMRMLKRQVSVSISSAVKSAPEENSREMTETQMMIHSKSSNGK
CXCR6 block: CXCR6 (human) receptor inhibition | O00574 | CHO-K1 PathHunter CXCR6 beta-arrestin, luminescence | inhibition, % at 20 µM | 360,000 tested, 0.36% active | AID 602244; in the data active = inhibition above about 34%, passing the limit was not always enough;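 note: antagonist mode with CXCL16 agonist at 10 nM final; 0% = 10 nM CXCL16 with DMSO and 100% = unstimulated wells without agonist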
Target sequence (O00574 whole entry, looked up): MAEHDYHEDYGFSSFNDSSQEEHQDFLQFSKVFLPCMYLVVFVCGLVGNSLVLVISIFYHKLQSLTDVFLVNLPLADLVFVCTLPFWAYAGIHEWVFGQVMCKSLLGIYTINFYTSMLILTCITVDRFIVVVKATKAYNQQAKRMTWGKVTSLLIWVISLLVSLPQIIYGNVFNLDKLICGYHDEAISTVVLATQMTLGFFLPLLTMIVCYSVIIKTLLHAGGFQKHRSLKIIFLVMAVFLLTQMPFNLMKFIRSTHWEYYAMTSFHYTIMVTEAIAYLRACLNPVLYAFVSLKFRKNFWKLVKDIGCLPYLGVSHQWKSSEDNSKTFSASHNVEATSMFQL
Numbers without * were called inactive. These rows are one share of the data (hit frequency here may not be typical).

The line under a structure holds: CXCR6 block, EBI2 block
1	COc1cc(CNC(=O)Nc2cccn3nc(COCCO)nc23)cc(OC)c1OC
    0, -4
2	CN(Cc1ccc2c(c1)CCCN2C)C(=O)[C@H]1O[C@@H](n2ccc(=O)[nH]c2=O)[C@H](O)[C@@H]1O
    -4, -5
3	O=C(O)c1cc2c(ncc3c(=O)n(-c4ccccc4)[nH]c32)s1
    -1, -2
4	O=C(NCc1ccccc1)C1c2ccccc2OCC(=O)N1CCc1ccccc1 (stereo not given)
    -2, -1
5	COCCCN1C(=O)C(CC(=O)NCc2ccco2)CC(C(=O)N2CCOCC2)=C1C (stereo not given)
    3, -6
6	CC1(C(=O)NS(=O)(=O)Cc2ccccc2)CCN1C(=O)Cc1ccccc1 (stereo not given)
    0, -1
7	COc1ccc(CN(C)CCCn2ccc(NC(=O)OCc3ccccc3)nc2=O)cc1OC
    -3, 0
8	COc1ccccc1NC(=O)Nc1nnc([C@H]2C[C@H](O)[C@@H](CO)O2)s1
    4, -3
9	CCCNC(=O)C1(C)CCCN(Cc2ccc(-c3ccccc3)cc2)C1 (stereo not given)
    0, 23
10	N#Cc1ccccc1OCC(=O)Nc1nc(-c2ccccn2)cs1
    8, 0
11	C[C@H](CO)N1C[C@H](C)[C@@H](CN(C)Cc2cccc3c2OCCCO3)OCc2cnnn2CCCC1=O
    10, -10
12	O=C1C=C(O)CC2(CCCCC2)C1
    -8, -4
13	CCCNC(=O)C1(C)CCCN(C(=O)C(c2ccccc2)c2ccccc2)C1 (stereo not given)
    -3, -3
14	COCCNc1nc(NCCOc2ccccc2Cl)c2sc(-c3ccccc3)cc2n1
    16, 40*
15	C[C@@H]1CCCCO[C@H](CN(C)S(=O)(=O)c2cn(C)cn2)[C@H](C)CN([C@@H](C)CO)C(=O)c2cc(NC(=O)c3ccccc3)ccc2O1
    3, 2
16	C[C@H]1CN(c2ccccc2)C(=O)[C@@H]1CC(=O)Nc1ccc(Br)cc1
    -10, 1
17	COc1cccc(Cn2cnc(-c3ccccc3OC)c2-c2cccs2)c1
    -6, 10
18	CC(C)C[C@H]1CN([C@@H](Cc2ccc(O)cc2)CN2CCC[C@@H]2CN2C(=S)NC[C@@H]2Cc2ccccc2)C(=S)N1CC1CCCCC1
    9, 22
19	O=S1(=O)CC(N2CCSCC2)CN1Cc1cn(Cc2cccc(C(F)(F)F)c2)nn1 (stereo not given)
    1, -16
20	CC1(C(=O)Nc2cccc3c2CCCC3)CCN1C(=O)CCC1CCCC1 (stereo not given)
    -8, 1
21	CC(C)NC(=O)c1cccc2c(-c3ccc(F)c(F)c3)coc12
    -5, -15
22	COC(=O)[C@]12CCCCC=C1N(CCC1=CCCCC1)C(=O)[C@H](CC(=O)NCc1ccc(C)o1)C2
    1, 8
23	NC(CSC1(c2ccc(F)cc2)c2ccccc2-c2ccccc21)C(=O)O (stereo not given)
    5, -1
24	CC(C)(C)OC(=O)N1CCC(NC(=O)c2[nH]c(C(F)(F)F)nc2-c2ccccc2)CC1
    0, -8
25	Clc1cccc(Cc2c(-c3ccco3)nc3ccc(Cl)cn23)c1
    4, 9
26	CONC(=O)c1ccc(-c2cccc3nccn23)cc1
    0, -1
27	COc1ccc(/C=N/NC(=O)c2nnn(-c3nonc3N)c2C)cc1OC
    0, -2
28	NS(=O)(=O)c1ccc(NC(=O)CCC(=O)O)cc1
    2, -3
29	CC(OC(=O)C1COc2ccccc2O1)C(=O)c1ccccc1 (stereo not given)
    -6, -6
30	CCN(CC)C(=O)c1csc([C@@H]2O[C@H](CO)[C@H](O)[C@H](O)[C@H]2O)n1
    1, 1
31	O=C(Nc1ccc(Cl)cc1)C1Cc2c(-c3ccccc3)ccnc2O1 (stereo not given)
    -6, -17
32	COc1ccc(-c2ccc(N3C(c4ccsc4)=Cc4ccc(F)cc4C3c3c[nH]c4ccccc34)cc2)cc1 (stereo not given)
    5, 3
33	CCCOc1ccc(C2C(C(=O)c3ccco3)=C(O)C(=O)N2CCCn2ccnc2)cc1OC (stereo not given)
    1, 9
34	Cn1c(-c2ccccc2)c(Sc2ccccc2)c2cc(-c3ccc4[nH]ccc4c3)ccc21
    -6, 31
35	COc1ccc(C(=O)N2CCCCC2c2cc(C(=O)Nc3ccc(OC)cc3C)no2)cc1 (stereo not given)
    8, -6
36	CC1(C(=O)NCc2ccccc2Br)CCN1Cc1ccccc1OC(F)F (stereo not given)
    -4, 33
37	Cc1cc(C)c(C(=O)c2ccccc2C(=O)O)c(C)c1
    -18, -9
38	COc1ccc(F)cc1-c1cc(C(=O)NCc2ccc(F)cc2)[nH]n1
    -2, -8
39	CC1(C(=O)NS(=O)(=O)c2ccc(Br)cc2)CCN1C(=O)CC1CCCCC1 (stereo not given)
    -2, -6
40	O=C(CSc1nnc(COc2ccc(Cl)cc2)o1)Nc1nccs1
    -1, -12
41	O=C1c2cccc(-c3ccc(C(F)(F)F)cc3)c2C2CC=CCN12 (stereo not given)
    10, 9
42	CSc1ccc(CN2CCC2(C)C(=O)NCc2cccs2)cc1 (stereo not given)
    1, 2
43	CCN1C(=O)[C@H]2[C@@H](c3ccc(C(F)(F)F)cc3)N[C@]3(CCCN(Cc4ccco4)C3=O)[C@H]2C1=O
    55*, -3
44	CCOC(=O)C1=CCN(S(=O)(=O)c2ccccc2)C1c1ccc(C)cc1 (stereo not given)
    6, 4
45	CC(=O)NC(c1ccc(F)c(F)c1)c1nc(-c2cc3ccccc3o2)cs1 (stereo not given)
    0, 10
46	CC1(Cc2cc(Cl)ccc2C(F)(F)F)C(=O)Nc2c(Cl)cccc21 (stereo not given)
    13, 0
47	COc1cc2c(cc1CNC[C@H]1O[C@@H](n3cc(C)c(=O)[nH]c3=O)C[C@@H]1O)OCO2
    -7, 7
48	CC(C)C[C@H]1COc2cc(N(C)CCO)ccc2S(=O)(=O)N1
    3, 2
49	CCCCc1c(-c2ccccc2OC)ncn1CCc1ccc(OC)cc1
    2, 9
50	COc1ccccc1-c1noc2c1C(=O)NCC2
    7, -5
51	COC(=O)c1ccc2nc(-c3ccc(C)cc3)c(Cc3cccc(F)c3)n2c1
    11, 35
52	CCCCCC(=O)N1C[C@H](O)[C@@H](n2cc(COC(=O)c3ccccc3)nn2)C[C@@H]1c1ccc(Cl)cc1
    4, 0
53	CCOC(=O)[C@]12CCC=C1N(CCC1=CCCCC1)C(=O)[C@H](CC(=O)N1CCCCC1)C2
    -1, -5
54	COc1cccc(C(=O)NCCS(=O)(=O)N2CCN(c3ccccc3)CC2)c1OC
    1, -6
55	CCCCCC(=O)N1C[C@H](n2cc(C3CC3)nn2)[C@@H](O)C[C@@H]1c1ccc(Cl)cc1
    0, 3
56	CC(C)NC(=O)c1ccc(-c2ccc(F)c(F)c2)c2ccoc12
    -6, -27
57	C[N+](C)(C)CCNC(=O)c1c[nH]c2ccccc12
    7, -3
58	COc1ccc(-c2cc(NC=O)c3ncc(-c4cnn(C)c4)n3c2)cc1
    7, 10
59	O=C1NC[C@@H](Cc2ccc(O)cc2)N(CCCCC2CCCCC2)C1=O
    14, 3
60	CC(=O)Nc1ccc(S(=O)(=O)N2CCN(c3ccc(C(C)=O)cc3)CC2)cc1
    -2, -2

Next section:
The line under a structure holds: CXCR6 block, EBI2 block
61	O=C1NC(=O)C([N+](=O)[O-])=C(O)C1=O
    0, -6
62	COc1cccc(C(O)c2nc(-c3ccccc3OC)cs2)c1 (stereo not given)
    -12, -11
63	CCC/C=C/c1ccc(CN2C(C(C)C)C(=O)N(Cc3cn(CC4CCCCC4)nn3)CCS2(=O)=O)cc1 (stereo not given)
    0, 20
64	CCCS(=O)(=O)NC(=O)C1(C)CCCN(C(=O)c2ccccc2C(F)(F)F)C1 (stereo not given)
    6, -2
65	CCCC(=O)N(Cc1cc2cc(OC)ccc2[nH]c1=O)c1ccccc1OC
    8, -2
66	Cc1cccc(C)c1Nc1cn[nH]c1
    -9, -4
67	CSCCNC(=O)C1(C)CCN1C(=O)c1cc(C)n(C)n1 (stereo not given)
    -1, -2
68	COC(=O)[C@]1(Sc2ccc(C)cc2)CC(=O)N[C@@H]1c1ccccc1
    4, 3
69	Cc1ccc(S(=O)(=O)N2C[C@H]3C(=O)C[C@@H](c4ccccc4)N(S(=O)(=O)c4ccc(C)cc4)[C@H]3C[C@H]2c2ccc(Cl)cc2)cc1
    -1, 0
70	COc1ccc(Cl)cc1S(=O)(=O)NC(C)c1cnn(-c2ccccn2)c1C (stereo not given)
    2, -9
71	CC1=C(C(=O)N2CCOCC2)CC(CC(=O)NC2CCCCC2)C(=O)N1Cc1ccc(C(C)(C)C)cc1 (stereo not given)
    3, -16
72	O=C(NC(c1ccccc1)c1cnccn1)C1CCN(Cc2ccc(Cl)c(Cl)c2)CC1 (stereo not given)
    -3, 6
73	COCC#Cc1cnc2c(c1)C(=O)N([C@H](C)CO)C[C@H](C)[C@@H](CN(C)S(=O)(=O)c1ccccc1)O2
    2, -5
74	Cc1ccc(S(=O)(=O)NN=C2CC(C)(C)CC(=O)C2(C)C)cc1
    -2, -19
75	CCOC(=O)C1(C)CCCN(C(=O)c2cccc3ccccc23)C1 (stereo not given)
    4, -5
76	Nc1ccn([C@@H]2O[C@H](C(=O)N3CCCN(Cc4ccccc4F)CC3)[C@@H](O)[C@H]2O)c(=O)n1
    -8, -14
77	OC1c2c(F)cccc2N=C2CCCCCN21 (stereo not given)
    -4, -10
78	C[C@H](O)[C@@H]1C(=O)N2CCc3c([nH]c4ccccc34)[C@@H]2C[C@@H]1N(C)Cc1ccc2c(c1)OCO2
    -2, 4
79	C[C@@H]1CN([C@@H](C)CO)S(=O)(=O)c2ccc(Br)cc2O[C@@H]1CN(C)C(=O)c1ccncc1
    -3, -5
80	CC(C)C[C@H]1CN([C@@H](Cc2ccc(O)cc2)CN2CCC[C@@H]2CN2C(=S)NC[C@@H]2Cc2ccccc2)C(=S)N1CC1CCCCCC1
    10, 18
81	CN1CCN(c2ncnc3c2ncn3[C@H]2CN(Cc3cccnc3)C[C@@H](CO)O2)CC1
    3, -1
82	Cc1ccc(CN2C(=O)C(C)Sc3ccc(C#N)cc32)cc1 (stereo not given)
    -3, -5
83	COc1ccc(S(=O)(=O)N2C[C@H]3CON(C)[C@H]3C[C@H]2c2ccc(-c3cccc(F)c3)cc2)cc1
    -3, 0
84	CCc1nc2ccc(C(=O)NCCCn3ccnc3)cn2c1N(C)CCC(C)C
    4, -3
85	O=C(NCc1ccccn1)c1ccccc1OCc1ccccc1Cl
    6, 4
86	CC(C)C[C@@H](CN1CCC[C@H]1CN1C(=O)C(=O)NC[C@@H]1Cc1ccccc1)N1C[C@H](Cc2ccc(O)cc2)N(CCc2ccccc2)C(=O)C1=O
    -2, -6
87	OC[C@@H]1CN(Cc2ccc(Cl)cc2)C[C@H](n2cnc3c(NCc4ccc(F)cc4)ncnc32)O1
    -9, 2
88	COc1ccc(CNC(=O)c2cccc3c(-c4ccc(F)c(F)c4)coc23)cc1OC
    3, -12
89	CCOC(=O)C1(C)CCN1C(=O)c1cc(F)cc(F)c1 (stereo not given)
    5, 4
90	CC(C)N1CCC1(C)C(=O)Nc1ccc(-n2cccc2)cc1 (stereo not given)
    -5, 8
91	CC(C)(C)c1ccc(CC(=O)N2CCC2(C)C(=O)NS(=O)(=O)c2ccc3c(c2)CCO3)cc1 (stereo not given)
    4, -7
92	COc1ccc(Nc2c(-c3ccc(F)cc3)nc3nc(C)cc(C)n23)cc1
    5, 5
93	O=C(O)C(=Cc1ccc([N+](=O)[O-])cc1)c1cccc(Cl)c1
    -8, -15
94	CN(C)c1ccc(C(=O)C=Cc2ccc([N+](=O)[O-])cc2)cc1
    -7, 53*
95	OC[C@@H]1CN(Cc2ccc3c(c2)OCO3)C[C@H](n2cnc3c(NCc4ccncc4)ncnc32)O1
    -8, -3
96	COc1ccc(-c2coc3c(C(=O)Nc4cccc(C(C)=O)c4)cccc23)c(C)c1
    -4, 5
97	CCN(CCO)c1ccc(Nc2cc(-c3ccc(-c4ccccc4)cc3)ncn2)cc1
    -10, 25
98	O=C(NCC1CC1)C1Cc2c(-c3ccc4c(c3)OCO4)ccnc2O1 (stereo not given)
    1, -4
99	CCOC(=O)N1CCN(C(c2ccnc3ccccc23)c2nnnn2-c2c(C)cccc2C)CC1 (stereo not given)
    3, 0
100	CC(=O)c1cccc(NC(=O)C2Cc3c(-c4ccco4)ccnc3O2)c1 (stereo not given)
    -12, -42

Compound profiles, from the list above. Screens in order: CXCR6 block | EBI2 block
Record of CC(OC(=O)C1COc2ccccc2O1)C(=O)c1ccccc1 (stereo not given) : -6 | -6
Record of CCOC(=O)[C@]12CCC=C1N(CCC1=CCCCC1)C(=O)[C@H](CC(=O)N1CCCCC1)C2 : -1 | -5
Record of CC1(C(=O)NCc2ccccc2Br)CCN1Cc1ccccc1OC(F)F (stereo not given) : -4 | 33
Record of COC(=O)[C@]12CCCCC=C1N(CCC1=CCCCC1)C(=O)[C@H](CC(=O)NCc1ccc(C)o1)C2 : 1 | 8
Record of O=C1NC[C@@H](Cc2ccc(O)cc2)N(CCCCC2CCCCC2)C1=O : 14 | 3

Later entries
The line under a structure holds: CXCR6 block, EBI2 block
101	Cc1ccc(S(=O)(=O)N2CCC(=O)N([C@H](COCc3ccc(Cl)cc3Cl)Cc3ccccc3)CC2)cc1
    9, 23
102	CC(=NOC(=O)c1ccc(F)cc1)c1nccs1
    -1, 1
103	O=C(COc1ccc(CNC[C@H]2O[C@@H](n3ccc(=O)[nH]c3=O)[C@H](O)[C@@H]2O)cc1)Nc1ccccn1
    11, -11
104	NCc1csc(NC(=O)Nc2cccc(Cl)c2)n1
    -3, -5
105	O=C1NC(Cc2ccccc2)c2nc3cc(F)ccc3c(=O)n2-c2ncccc21 (stereo not given)
    1, -2
106	N#Cc1ccc(-c2nc3c4ccccc4ccn3c2CC2CCCCC2)cc1
    7, 24
107	COc1ccccc1-c1cc(NC(C)=O)c2ncc(-c3ccc(S(C)(=O)=O)cc3)n2c1
    4, 18
108	C/C(=N\NC(=O)C1CCCC1)c1ccc(NC(=O)C(F)(F)F)cc1
    4, -2
109	COc1ccc(-c2coc3c(C(=O)NCC4CC4)cccc23)c(C)c1
    -4, -12
110	COC1CC(=O)C2OC(c3ccccc3)OCC2O1 (stereo not given)
    3, -14
